Compound activity as filed in PubChem BioAssay.
IL-2 act: qHTS of IL-2 Activators; actives 0.065% (n = 360,000); AID 652025, 2013; IL-2 activation reporter assay, cell-based qHTS; stimulated with anti-CD3/CD4/CD28 beads; in transgenic mouse T cells; activation, % (series mostly up to about 46 µM); in the data active = activation above about 50%; inconclusive = mostly about 30% to 49%; note: 0% is about no effect
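Unstimulated transgenic mouse T cells; 60-min compound exposure; bead-based TCR/CD4/CD28 stimulation; 18 h culture, 37 degrees C; dual fluorescence (EGFP, DsRed) plate cytometry.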
HepG2 viability: qHTS for Inhibitors of TGF-b: Cytotox Counterscreen; HepG2 CAGA-GFP viability, ATP luminescence, 18 h; actives 0.76% (n = 410,000); Potency, µM (top dose mostly 46.1 µM), for the others: top-dose activity change, negative = cytotoxicity, usual class: cytotoxic; note: potency is the fitted concentration of half-maximal effect; some results filed as inactive show a strong effect at the top dose
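CellTiter-Glo luminescence gave cytotoxicity after 18 hours at 37 degrees C. The cells were HepG2 CAGA-GFP in 1% FBS DMEM, stimulated with 500 pg/mL TGF-beta after compound addition. %Activity was normalised to no-cell wells (complete cell-killing) and DMSO (no toxicity), and curves were fitted and classified.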
ATXN2 expr inh: Primary qHTS for Inhibitors of ATXN expression; HEK-293 ATXN2-luciferase reporter, luminescence, 24 h; Potency, µM (titrated, usually from 57 µM), without a hit: top-dose activity change, negative = inhibition, hits mostly inhibitors; actives 0.72% (n = 360,000); note: potency is the fitted concentration of half-maximal effect; % is set by controls: 0 for no effect and ±100 for the full control effect; nearly all actives have a fitted effect of over 55% in size
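ATXN2-luciferase reporter cells (luciferase flanked by upstream and downstream ATXN2 gene portions) were treated 24 h at 37 °C with compounds at up to 57 uM. SteadyGlo luminescence gave expression; GF-AFC fluorescence gave viability.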
TGFb SMAD3 inh: qHTS for Inhibitors of TGF-b; HepG2 CAGA-GFP TGF-b/SMAD3 reporter, GFP fluorescence, 18 h; TGF-beta stimulated, 500 pg/mL final; actives 1.2% (n = 410,000); Potency, µM (highest dose often 46.1 µM), inactives show at the top dose activity, negative = inhibition, most hits filed as inhibitors; note: potency is the fitted concentration of half-maximal effect; % is set by controls: 0 for no effect and ±100 for the full control effect; nearly all actives have a fitted effect of over 65% in size
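TGF-beta reporter screen: HEPG2 CAGA-GFP, 1% FBS, 500 pg/mL TGF-beta final, 18 h; per-cell GFP summed per well; curves fitted and categorized by class.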
S2 tox: Viability Counterscreen for Primary qHTS for Inhibitors of ATXN expression. actives 0.49% (n = 400,000). S2 cells (HEK-293 line with an ATXN2-luciferase reporter) viability, CellTiter-Fluor protease fluorescence, 24 h. Potency, µM (doses to about 56.7 µM), actives largely listed as cytotoxic. AID 651635, 2014; note: potency is the fitted concentration of half-maximal effect; nearly all actives have a fitted effect of over 40% in size
A549 tox: Nrf2 qHTS screen for inhibitors: counterscreen for cytotoxicity. actives 0.16% (n = 390,000). A549 ARE-Fluc cells, CellTiter-Fluor viability, 18-24 h. AID 504648, 2011. Potency, µM (top dose mostly 46 µM), for inactives: at the highest dose activity change, negative = cytotoxicity, hits mostly inhibitors; note: potency is the fitted concentration of half-maximal effect; % is set by controls: 0 for no effect and ±100 for the full control effect
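Cytotoxicity counterscreen: CellTiter-Fluor fluorescence was measured in A549 ARE_Fluc cells after 18-24 h of compound exposure in a concentration series. The subsequent BugLite luminescent read reports ARE-luciferase activity.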
Nrf2 ARE act: qHTS of Nrf2 Activators | Potency, µM (titrated, usually from 46.1 µM), for inactives: at the highest dose activation, usual class: activators | actives 0.31% (n = 410,000) | AID 624171, 2012 | AREc32 ARE-luciferase reporter (MCF7-derived line), luminescence, 24 h; note: potency is the fitted concentration of half-maximal effect; % of control where 0% means no effect; nearly all actives have a fitted effect of over 65% in size
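Reporter line AREc32 (ARE-Fluc), seeded overnight in OPTI-MEM with 5% FBS; compound pin-transferred, 24 hr at 37 deg C, 5% CO2; luminescent read-out.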
Nrf2 block: Nrf2 qHTS screen for inhibitors | AID 504444, 2011 | actives 2.1% (n = 360,000) | Potency, µM (titrated, usually from 46 µM), without a hit: at the top dose activity change, negative = inhibition, hits mostly inhibitors | A549 ARE-Fluc reporter, luciferase luminescence, 18-24 h; note: potency is the fitted concentration of half-maximal effect; % is set by controls: 0 for no effect and ±100 for the full control effect; nearly all actives have a fitted effect of over 60% in size
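Nrf2 function is reported as luminescence of an ARE-controlled luciferase in A549 cells. Compounds were tested at several concentrations, and a CellTiter-Fluor read on the same wells flagged cytotoxicity.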
EPAC2 agonist: qHTS for Agonist of cAMP-regulated guanine nucleotide exchange factor 4 (EPAC2): primary screen; Rap guanine nucleotide exchange factor 4 (Homo sapiens), Q8WZA2; EPAC2 activation, biochemical qHTS; response scale: 100% = 6.5 mM cAMP response; Potency, µM (doses to about 154 µM), inactives show top-dose activation, usual class: activators; actives 0.079% (n = 360,000); AID 720711, 2013; note: potency is the fitted concentration of half-maximal effect; nearly all actives have a fitted effect of over 50% in size
Target sequence (Q8WZA2 whole entry, looked up): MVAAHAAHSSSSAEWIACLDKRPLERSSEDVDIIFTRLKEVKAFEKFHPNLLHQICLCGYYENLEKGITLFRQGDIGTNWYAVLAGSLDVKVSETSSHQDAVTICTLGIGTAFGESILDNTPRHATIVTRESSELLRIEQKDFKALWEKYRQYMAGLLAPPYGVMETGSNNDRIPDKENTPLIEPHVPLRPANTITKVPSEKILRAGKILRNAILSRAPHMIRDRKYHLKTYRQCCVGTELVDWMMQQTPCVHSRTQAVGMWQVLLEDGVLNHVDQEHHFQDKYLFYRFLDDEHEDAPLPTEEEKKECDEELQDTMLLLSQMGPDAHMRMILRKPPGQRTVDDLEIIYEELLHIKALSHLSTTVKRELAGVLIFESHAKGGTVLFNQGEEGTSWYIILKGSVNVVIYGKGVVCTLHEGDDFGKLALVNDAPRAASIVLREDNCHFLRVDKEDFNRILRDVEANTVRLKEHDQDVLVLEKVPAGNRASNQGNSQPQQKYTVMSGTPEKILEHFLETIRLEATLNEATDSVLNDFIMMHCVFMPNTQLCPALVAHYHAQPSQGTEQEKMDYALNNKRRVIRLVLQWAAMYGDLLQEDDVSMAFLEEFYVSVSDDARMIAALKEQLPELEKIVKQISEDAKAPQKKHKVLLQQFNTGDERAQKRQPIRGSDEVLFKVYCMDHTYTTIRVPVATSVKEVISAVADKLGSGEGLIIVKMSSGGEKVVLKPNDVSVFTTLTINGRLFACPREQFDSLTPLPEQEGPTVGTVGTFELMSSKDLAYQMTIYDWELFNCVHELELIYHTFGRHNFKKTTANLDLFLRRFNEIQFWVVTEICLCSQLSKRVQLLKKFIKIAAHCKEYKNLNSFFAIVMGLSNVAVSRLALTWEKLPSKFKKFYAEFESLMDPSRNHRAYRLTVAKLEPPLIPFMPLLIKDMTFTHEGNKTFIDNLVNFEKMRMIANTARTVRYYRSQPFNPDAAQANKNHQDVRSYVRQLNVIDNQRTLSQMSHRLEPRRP
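Setup: EPAC2 100 nM, labeled Rap1B complex 250 nM, free GDP 50 uM. Compound titrations pinned in, brief spin, 5 min room temperature incubation. Kinetic fluorescence read over 30 min, normalized to 6.5 mM cAMP.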
Active calls of the source: *; i = inactive; ? = inconclusive; / = not tested or not shown; & = joins results of further samples; ! = a repeat was not active; [ ] = dose if it differs, or a comment. Unless noted, calls come from the whole dose curve; as a rule, active = well fitted curve in the direction sought with a large enough effect; inconclusive = small, poorly fitted or top-dose-only effect, or another doubt; inactive = no such curve, though single readings can be large; an effect the other way counts as inactive or inconclusive.

SMILES	IL-2 act	HepG2 viability	ATXN2 expr inh	TGFb SMAD3 inh	S2 tox	A549 tox	Nrf2 ARE act	Nrf2 block	EPAC2 agonist
COc1ccc(-c2nnc(SCC(=O)N(C)C3CCS(=O)(=O)C3)n2N)cc1OC (stereo not given)	2.6	0.2%	/	0.3%	i	0.0%	-0.1%	0.0%	0.5%
Cc1[nH]c2ccccc2c1/C=N/NC(=O)c1cccc(S(=O)(=O)Nc2ccccc2Cl)c1	0.6	-8.3%	-10.2%	-17.1%	i	11.9%	2.9%	-5.6%	9.0%
O=S(=O)(NCC(Nc1ccc(Cl)cc1)c1ccccc1)c1ccccc1 (stereo not given)	-0.5	15.8µM*!	?	?	/	?	0.4%&2.8%	?	1.0%
CCCCn1c(N)c(N(CC(C)C)C(=O)C2CCN(S(=O)(=O)c3ccc(C)c(C)c3)CC2)c(=O)[nH]c1=O	-1.6	-66.5%	-10.8%	1.6%	i	-4.3%	0.5%	?	-6.6%
COc1ccc(NC(=O)COC(=O)c2cccc(S(=O)(=O)N3CCCCC3)c2)c(OC)c1	0.4	-10.8%	3.0%	0.3%	i	-0.5%	-1.2%	?	-2.7%
CC(C)(C)C(=O)Nc1c2c(nn1-c1cccc(Cl)c1)CS(=O)(=O)C2	-0.9	6.2%	-21.7%	-1.0%	i	-3.6%	0.2%	-0.8%	0.5%
CCCCOCCCNC(=O)Cc1cccs1	-2.1	6.6%	8.1%	-26.7%	i	-3.8%	-0.3%	1.1%	-3.7%
N/C(=N\S(=O)(=O)c1cc(C(F)(F)F)cc(C(F)(F)F)c1)c1cccs1	-0.5	-62.7%	/	12.6µM*	i	-13.9%	17.8%	20.6µM*	3.7%
O=C(CN1CCN(S(=O)(=O)c2ccccc2)CC1)Nc1ccc(Cl)c([N+](=O)[O-])c1	-1.1	-22.3%	-23.2%	-4.1%	i	0.8%	-0.4%	?	3.2%
O=S(=O)(Nc1cccc2cccnc12)c1cccc2ccccc12	/	-26.8%	/	?	/	-23.3%	/	?	/

Record cards, as listed above. Order of values: IL-2 act	HepG2 viability	ATXN2 expr inh	TGFb SMAD3 inh	S2 tox	A549 tox	Nrf2 ARE act	Nrf2 block	EPAC2 agonist
N/C(=N\S(=O)(=O)c1cc(C(F)(F)F)cc(C(F)(F)F)c1)c1cccs1 is entered as -0.5	-62.7%	/	12.6µM*	i	-13.9%	17.8%	20.6µM*	3.7%
COc1ccc(-c2nnc(SCC(=O)N(C)C3CCS(=O)(=O)C3)n2N)cc1OC (stereo not given) is entered as 2.6	0.2%	/	0.3%	i	0.0%	-0.1%	0.0%	0.5%
CCCCn1c(N)c(N(CC(C)C)C(=O)C2CCN(S(=O)(=O)c3ccc(C)c(C)c3)CC2)c(=O)[nH]c1=O is entered as -1.6	-66.5%	-10.8%	1.6%	i	-4.3%	0.5%	?	-6.6%

Next section.
SMILES	IL-2 act	HepG2 viability	ATXN2 expr inh	TGFb SMAD3 inh	S2 tox	A549 tox	Nrf2 ARE act	Nrf2 block	EPAC2 agonist
COc1cc(CNCCO)cc(Br)c1OCc1cccs1	0.5	-38.4%	-10.8%	-14.0%	i	0.4%	7.4%	0.6%	0.7%
COc1ccc(Cl)cc1N(CC(=O)N/N=C/c1ccc(OC(C)C)cc1)S(=O)(=O)c1ccc(C)c([N+](=O)[O-])c1	2.7	33.7%	8.6%	-2.8%	i	9.4%	-0.6%	0.5%	-5.7%
O=C(N/N=C/c1nn(-c2ccccc2)cc1-c1ccccc1)c1ccncc1	0.3	-0.7%	39.2%[activator]	4.6%	?	-3.9%	10.4%	-2.0%	-8.5%
COc1ccc(OC)c(C2/C(=C(\O)c3ccc(OC)c(Cl)c3)C(=O)C(=O)N2CCN(C)C)c1 (stereo not given)	-0.3	-15.6%	-0.3%	-14.4%	i	1.6%	-1.2%	0.5%	6.8%
O=C(COc1ccc(-c2nnco2)cc1)N1CCN(S(=O)(=O)c2ccccc2)CC1	2.8	-2.1%	4.2%	9.4%	i	-7.6%	-0.9%	-7.3%	-1.1%
C[C@H](CO)N1C[C@H](C)[C@@H](CN(C)CC2CCCCC2)Oc2c(NS(=O)(=O)c3ccc(F)cc3)cccc2C1=O	-0.3	-9.8%	4.4%	0.4%	i	-2.7%	3.2%	20.6%	0.6%
O=C(NCC(=O)N1CCN(Cc2ccccc2)CC1)c1cccs1	0.8	-7.6%	15.8%	-1.1%	i	3.6%	-0.6%	?	9.5%
COc1ccc(-c2nsc3c(SCc4ccccc4)ncnc23)cc1	0.3	26.4%	11.2%	-4.6%	i	-1.2%	-0.8%	0.9%	5.3%
O=C(O)CN1CCN(c2ncc(C(F)(F)F)cc2Cl)CC1	0.5	-12.2%	9.7%	-7.4%	i	-2.7%	0.4%	-7.9%	6.0%
Cc1ccc(OCCn2cnc3cc([N+](=O)[O-])ccc3c2=O)cc1	-0.2	1.3%	-24.4%	9.0%	i	10.5%	-0.2%	-16.8%	-4.0%
Cc1ccc(SCc2c(C(=O)N/N=C/c3ccc4c(c3)OCO4)nnn2-c2nonc2N)cc1	-0.6	-58.6%	-8.9%	-3.1%	i	25.7%	-0.4%	1.0%	3.9%
COC(=O)c1ccc(OCC(=O)NC(C)(C)C)cc1	0.5	2.3%	18.7%	4.9%	i	-3.0%	1.8%	/	-5.3%
Cc1cc(Cl)ccc1NC(=S)N1CCN(Cc2ccccc2)CC1	-0.3	-9.0%	-1.4%	?	i	1.4%	-0.4%	?	11.5%
COc1ccc(NS(=O)(=O)CC(C)C)c(OC)c1	0.5	-10.2%	-0.5%	-7.8%	i	7.3%	-0.5%	-22.8%	11.8%
O=C(Cn1c(=O)n(-c2ccc(F)c(Cl)c2)c(=O)c2sc3ccccc3c21)NC1CCCCC1	/	5.4%	7.0%	15.3%	?	-6.7%	0.0%	-2.8%	/
CCCNc1nc(C)cc(-c2cc(C(=O)NCc3ccccc3)on2)n1	-0.5	-12.1%	-23.9%	-6.7%	i	10.9%	-0.3%	-5.4%	2.1%
O=C(Nc1cc(C(F)(F)F)ccc1Cl)c1ccc2c(c1)CCN2S(=O)(=O)c1ccccc1	/	1.9%	-0.2%	-3.2%	i	0.9%	-0.5%	11.1%	/
CCOC(=O)N1CCC(N2CCN(c3cc(C)ccc3C)CC2)CC1	-0.3	-8.9%	-26.7%	-22.1%	i	-14.9%	-0.5%	?	2.7%
Cn1c(=O)c2cc(S(=O)(=O)N3CCOCC3)ccc2n(C)c1=O	-2.9	-3.2%	-0.2%	-1.0%	i	-0.1%	-0.7%	8.0%	7.1%
CC1(C)CC(=O)C2=C(C1)N(c1ccccc1C#N)C(N)=C(C#N)C2c1cccs1 (stereo not given)	-0.5	-4.5%	-26.1%	-24.7%	?	-4.4%	4.8%	/	-0.4%

In the list so far, these contain an NH in an aromatic ring:
SMILES	IL-2 act	HepG2 viability	ATXN2 expr inh	TGFb SMAD3 inh	S2 tox	A549 tox	Nrf2 ARE act	Nrf2 block	EPAC2 agonist
Cc1[nH]c2ccccc2c1/C=N/NC(=O)c1cccc(S(=O)(=O)Nc2ccccc2Cl)c1	0.6	-8.3%	-10.2%	-17.1%	i	11.9%	2.9%	-5.6%	9.0%
CCCCn1c(N)c(N(CC(C)C)C(=O)C2CCN(S(=O)(=O)c3ccc(C)c(C)c3)CC2)c(=O)[nH]c1=O	-1.6	-66.5%	-10.8%	1.6%	i	-4.3%	0.5%	?	-6.6%

Further compounds.
SMILES	IL-2 act	HepG2 viability	ATXN2 expr inh	TGFb SMAD3 inh	S2 tox	A549 tox	Nrf2 ARE act	Nrf2 block	EPAC2 agonist
O=C1N/C(=N\N=C\c2cccnc2)SC1Cc1ccc(SC(F)F)cc1 (stereo not given)	1.0	8.9%	12.6µM*	-7.6%	?	-20.6%	-0.1%	16.4µM*	-12.2%
Cc1cc(NC(=O)c2ccc3[nH]c(C)c(C)c3c2)ccn1	-1.9	-13.0%	-12.7%	0.0%	i	-0.1%	0.0%	?	0.5%
CCOC(=O)c1cc2c(ccn2C)n1CC(=O)N(Cc1ccccc1)c1ccccc1	-3.0	-0.3%	-35.6%	?	?	?	-0.4%	?	2.1%
COCCNc1nc(NCCCN2CCCC2=O)c2sccc2n1	0.3	1.3%	-3.6%	0.1%	i	/	0.3%	/	3.2%
Cc1cccc(C)c1OCC(=O)NNC(=S)NC(=O)C1CC1	-0.9	-2.3%	-27.2%	-16.3%	?	-8.7%	-0.8%	?	-2.3%
CC(=O)N/N=C/c1cc([N+](=O)[O-])ccc1OCCOc1ccccc1	-0.1	-3.6%	5.6%	-2.5%	i	-1.5%	-0.1%	-9.6%	1.1%
CCOc1ccccc1C(=O)NCC(=O)OCc1c(C)noc1C	0.6	11.7%	-5.1%	13.6%	i	-5.7%	0.3%	-0.1%	0.3%
Cc1cc(C)nc(NS(=O)(=O)c2ccc(NC(=O)c3ccc(S(=O)(=O)N4CC(C)OC(C)C4)cc3)cc2)n1 (stereo not given)	0.3	8.9%	-2.4%	0.0%	i	-4.6%	-0.6%	9.5%	6.2%
Cc1nc(N)nc(N)c1/C=C/C(C)(C)c1ccc(Cl)cc1	-4.4	-69.5%	?	?	i	-9.5%	-1.1%	?	3.8%
NC(=O)CSc1nnc(-c2ccc3c(c2)OCO3)o1	-1.4	11.2%	-15.7%	-1.3%	i	-2.8%	-1.0%	?	-3.2%
CNC(=O)COc1ccc(Cl)c2cccnc12	1.5	4.1%	/	1.6%	i	-5.8%	1.6%	-15.0%	-4.6%
CC(C)c1nc2n[nH]c(N)c2c2c1CCCC2	-2.4	-5.0%	9.5%	-10.1%	i	-8.0%	-0.4%	?	1.4%
